Screening results as filed in PubChem.
Efflux pump mplx – inhibitors of Candida efflux pumps in yeast, primary screen, S. cerevisiae, Nile Red, multiplex. S. cerevisiae Candida pump triplex. inhibition, % at 10 µM. actives 0.44% (n = 330,000). AID 485275, 2010;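 active means plate passing quality check with inhibition over a set limit, or well fluorescence over plate mean plus 4 SD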;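 further: Nile Red retained in pooled yeast measured as flow cytometry median fluorescence; 0% = buffer negative control and 100% = Enniatin B positive control; higher means more Nile Red kept so more efflux inhibition; some compounds called inactive have numbers as strong as hits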
CR mimetic SO – reduction of superoxide in aged yeast, primary screen, HTS | S. cerevisiae aged cells, superoxide DHE fluorescence; stronger effect = lower value | superoxide response (% of plate mean), % at 10 µM | AID 2690, 2010 | actives 0.18% (n = 330,000);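 active means superoxide response under a set limit, about three screen SD below normal, cut at about 65% in these data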;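 further: yeast aged for seven days with compound at 30 °C before DHE staining; 100% = average MFI of all compound-treated wells on the plate with controls excluded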
LAP4 TOR yeast – modulators of LAP4-GFP expression in yeast, primary screen, S. cerevisiae, multiplex flow cytometry, MLPCN library | 3 h; median GFP as percent of DMSO wells | GFP response vs DMSO, % at 10 µM | actives 0.34% (n = 320,000);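 active means GFP response vs DMSO above a set limit, about the screen mean plus 3 SD, cut at about 150% in these data; inconclusive means under 70 cell events counted for the yeast strain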
AGP1-GFP MLPCN – modulators of AGP1-GFP expression in yeast TOR pathway, primary screen, cell-based, multiplex flow cytometry, S. cerevisiae, MLPCN library. GFP response vs DMSO, % at 10 µM. 3 h; GFP as percent of DMSO wells. actives 0.02% (n = 320,000). AID 2066, 2009;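 active means GFP response relative to DMSO above a set limit, near screen average plus 3 SD, cut at about 150% in these data; inconclusive means fewer than 70 cells counted for the yeast strain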;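 further: median GFP channel fluorescence of the gated AGP1 strain per well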
MEP2 TOR yeast – modulators of MEP2-GFP levels in yeast, primary screen, S. cerevisiae, multiplex flow cytometry, MLPCN library | AID 2016, 2009 | S. cerevisiae MEP2-GFP strain, 3 h; 100% = DMSO control level | actives 0.51% (n = 330,000) | GFP response vs DMSO, % at 10 µM;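 active means GFP response versus DMSO above a set limit, roughly screen mean plus 3 SD, cut at about 180% in these data; inconclusive means fewer than 70 cells counted for a yeast strain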;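 further: median GFP fluorescence of the barcode-gated MEP2-GFP cells per well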
AHR activator – AHR activators, primary screen, cell-based, luminescence, luciferase reporter, human | actives 2.5% (n = 320,000) | Aryl hydrocarbon receptor (Homo sapiens), P35869 | AHR-responsive luciferase reporter cells | activation, % at 5 µM; in the data active means activation above about 47%;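 further: 0% = vehicle wells and 100% = reference agonist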
Target sequence (P35869 whole entry, looked up): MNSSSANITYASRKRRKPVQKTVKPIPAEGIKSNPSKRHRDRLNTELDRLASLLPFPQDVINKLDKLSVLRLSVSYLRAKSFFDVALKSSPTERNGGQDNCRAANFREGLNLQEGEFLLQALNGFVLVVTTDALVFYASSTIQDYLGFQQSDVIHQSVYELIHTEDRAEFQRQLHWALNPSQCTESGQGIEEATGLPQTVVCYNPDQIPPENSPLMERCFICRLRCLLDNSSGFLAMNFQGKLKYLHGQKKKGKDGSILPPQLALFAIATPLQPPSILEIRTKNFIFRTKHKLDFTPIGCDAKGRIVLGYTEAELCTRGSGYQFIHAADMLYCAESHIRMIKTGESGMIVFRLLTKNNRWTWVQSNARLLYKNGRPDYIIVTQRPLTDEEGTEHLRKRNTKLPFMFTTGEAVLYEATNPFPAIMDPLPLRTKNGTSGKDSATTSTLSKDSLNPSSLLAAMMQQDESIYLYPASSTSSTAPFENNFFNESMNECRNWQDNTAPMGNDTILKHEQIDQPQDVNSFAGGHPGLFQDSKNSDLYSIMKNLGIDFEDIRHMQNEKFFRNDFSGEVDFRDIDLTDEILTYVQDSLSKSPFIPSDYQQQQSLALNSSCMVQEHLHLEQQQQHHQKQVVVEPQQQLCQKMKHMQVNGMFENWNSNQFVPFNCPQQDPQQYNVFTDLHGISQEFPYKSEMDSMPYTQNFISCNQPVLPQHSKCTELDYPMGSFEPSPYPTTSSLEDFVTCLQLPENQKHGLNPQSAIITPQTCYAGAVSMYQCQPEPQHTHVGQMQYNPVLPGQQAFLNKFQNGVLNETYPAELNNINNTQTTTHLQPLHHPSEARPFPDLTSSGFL
RPL19A-GFP yeast – RPL19A-GFP expression modulators in yeast, primary screen, cell-based, S. cerevisiae, multiplex flow cytometry, MLPCN; S. cerevisiae RPL19A-GFP strain, 3 h; stronger effect = lower value; percent response vs DMSO, % at 10 µM; actives 0.3% (n = 330,000); AID 2025, 2009;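 active means percent response vs DMSO below 50%; inconclusive means fewer than 70 events counted for the yeast strain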;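 further: median channel GFP fluorescence of the barcoded RPL19A-GFP strain; ratio of sample median GFP to plate DMSO average so 100% = DMSO; lower means less RPL19A-GFP as with rapamycin TOR inhibition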
CIT2-GFP yeast – modulators of CIT2-GFP expression in yeast, primary screen, S. cerevisiae, GFP fusion, multiplex flow cytometry, MLPCN library | S. cerevisiae CIT2-GFP strain, 3 h; 100 means same as DMSO wells | GFP response vs DMSO, % at 10 µM | actives 0.065% (n = 320,000);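 active means GFP response relative to DMSO above a set limit, near the screen mean plus 3 SD, cut at about 150% in these data; inconclusive means Fewer than 70 cells measured for a yeast strain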;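 further: ratio of well median GFP fluorescence to mean of DMSO wells on the plate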
Starred values were filed as active, the others as inactive; ? = inconclusive; · = no result given. Not a hit list, and some 3.9% of all compounds hit somewhere here.

Under each structure – CIT2-GFP yeast	RPL19A-GFP yeast	AGP1-GFP MLPCN	Efflux pump mplx	AHR activator	LAP4 TOR yeast	CR mimetic SO	MEP2 TOR yeast
COc1cc(S(=O)(=O)Nc2cccc(C)c2)ccc1NC(=O)c1cccnc1
  96	101	93	0.3	-2	89	98	105
Cc1ccccc1NC(=O)Cc1nc(-c2ccc3ccccc3c2)cs1
  94	107	94	0.2	36	90	104	96
Cn1cc(Br)c(C(=O)Nc2sc3c(c2C(N)=O)CCC3)n1
  116	110	112	0.1	12	110	100	105
O=C(NCc1cc([N+](=O)[O-])ccc1O)c1cc(-c2ccncc2)nc2ccccc12
  106	106	104	-0.1	20	100	109	103
CCOn1c(-n2nc(C)cc2C)nc2ccccc2c1=O
  94	103	100	0.4	21	109	103	124
O=C(NC1CCCCCCC1)c1ccc(Br)o1
  102	101	100	0.0	13	92	98	111
CCN(CC)S(=O)(=O)c1ccc(NC(=O)c2ccc(Cl)nc2)cc1
  96	95	97	-0.1	-10	99	113	99
CC(=O)Nc1ccn(Cc2c(F)cccc2Cl)n1
  97	99	104	0.0	4	111	108	102
COc1ccc(C)cc1NC(=O)Nc1ccc2c(c1)CCC2
  98	101	96	0.1	77*	104	94	102
Cc1cc(C)nc(N2CCCC(C(=O)NC(C)C)C2)n1 (stereo not drawn)
  105	102	87	0.0	0	96	81	66
Cc1cc(C)c2cc(CN(Cc3cccnc3)C(=O)c3ccc(F)cc3)c(Cl)nc2c1
  92	93	89	0.1	-2	97	95	98
COc1ccc(OCc2cc(C(=O)N3CCSCC3)no2)c(Cl)c1
  95	99	93	0.1	2	97	118	100
Cc1ccc(NC(=O)NCc2ccc3[nH]c(C)cc3c2)cc1
  100	98	98	0.2	3	91	83	103
O=C(NCc1c(F)cccc1F)c1cc(COc2c(F)cccc2F)on1
  97	103	104	-0.3	-1	93	106	101
COc1ccc(NC(=S)Nc2ccc(N(C)C(C)=O)cc2)cc1
  113	107	109	-0.1	0	110	110	115
CCN(CC)C(=O)CC1(c2ccccc2OC)CCOC(C(C)C)C1 (stereo not drawn)
  96	107	114	0.0	-3	85	91	102
COc1cccc(CNC(=O)c2cccnc2Sc2ccc(Cl)cc2)c1
  97	98	97	-0.2	2	97	104	98
CSc1nc(C)c(C(=O)Nc2ccccc2)c(-c2ccco2)c1C#N
  106	99	103	-0.3	2	108	114	99
Cc1cccc(NC(=O)c2cc(-c3ccc(C)c(C)c3O)n[nH]2)c1
  104	108	102	0.1	·	93	104	111
O=C(NCCC1CCCCN1S(=O)(=O)c1cccs1)C(=O)NCc1ccccc1 (stereo not drawn)
  107	102	112	0.0	2	106	100	97
Cc1cc(O)ccc1Nc1nc(-c2cccnc2)cs1
  104	103	109	-0.1	·	98	100	99
CCC(=O)Nc1cc2c3c(c1)CCC(=O)N3CCC2
  113	106	109	0.0	6	111	104	108
O=C(NC1=NCCS1)C1CC(=O)N(c2ccccc2)C1 (stereo not drawn)
  102	100	105	0.0	1	94	100	109
CCCCCNc1nc(NCCCO)c(C#N)c2c1CN(C)CC2
  109	101	97	0.3	58*	97	98	104
CCN1CCN(Cc2ccc(NC(=O)c3cc(NC(=O)c4cncc(-c5cccs5)c4)cc(OC)c3)cc2C(F)(F)F)CC1
  98	102	105	-0.1	5	104	100	107
O=C(NCCOc1ccccc1)c1ccc2c(c1)OCO2
  98	98	98	0.0	-3	105	88	99
COc1ccc(NC(=O)/C(C#N)=C\c2cc(C)n(-c3ccc4c(c3)OCO4)c2C)cc1
  101	107	103	0.2	5	102	100	103
Cc1nc2ccccc2n1CC(=O)NCc1ccccc1
  94	94	99	-0.1	-5	96	80	98
CCN(CC)C(=O)CSc1nnc2sc3ccccc3n12
  101	93	97	0.0	46	94	96	98
O=C(Cc1ccccc1)Nc1ccc(NC(=O)C2CC2)nc1
  94	97	96	0.0	0	97	87	90
CCN(CC(=O)Nc1cc(Cl)ccc1C)C(=O)Cc1ccsc1
  91	101	111	0.2	1	105	106	108
N#CCSc1n[nH]c2nc3c(c(=O)n12)C1(CCCCC1)Cc1ccccc1-3
  98	107	104	0.0	1	90	94	105
CN(C)C(CNc1ncnc2sc3c(c12)CCCC3)c1ccco1 (stereo not drawn)
  92	94	95	0.1	14	99	116	99
Cc1c(C(=O)NC2CCCCC2)oc2ccc(F)cc12
  86	91	92	0.1	43	94	103	89
C=CCSC1=C(C#N)C(c2ccccc2C)CC(=O)N1 (stereo not drawn)
  106	98	110	-0.2	-1	101	102	98
CC(NC(=O)c1cccc(S(=O)(=O)N2CCc3ccccc32)c1)c1ccco1 (stereo not drawn)
  93	96	102	0.1	15	95	102	98
O=C(Nc1cnn(Cc2c(Cl)cccc2Cl)c1)c1ccc([N+](=O)[O-])cc1
  93	100	102	-0.1	35	99	97	96
CC(C)(C)C(=O)NCCCNc1ccc([N+](=O)[O-])cc1
  106	110	103	0.0	2	102	97	108
NC(=O)CC(NC(=O)Cc1ccc(Br)cc1)c1ccc(NCCc2ccccc2F)c([N+](=O)[O-])c1 (stereo not drawn)
  78	98	88	-0.1	1	100	99	91
Cc1cc(C(=O)OCC(=O)Nc2cc(C(F)(F)F)ccc2N2CCOCC2)c(C)o1
  95	105	102	-0.1	-1	104	93	97
O=S(=O)(NCCN1CCN(S(=O)(=O)c2ccccc2F)CC1)c1ccccc1F
  100	95	100	0.0	1	95	96	100
O=C(CSCc1ccc(Cl)cc1)N/N=C/c1ccco1
  97	95	?	0.0	-1	?	104	88
CCOC(=O)CC(=O)Nc1nnc(CC(C)C)s1
  88	96	89	0.1	1	94	100	94
COC(=O)C1=C(C)NC(=O)NC1c1cn(-c2ccccc2)nc1-c1cccs1 (stereo not drawn)
  90	90	91	0.0	3	73	99	87
O=C1NC(c2cc3c(cc2Cl)OCO3)Oc2ccccc21 (stereo not drawn)
  87	95	100	0.1	9	94	106	101
COc1cc(NC(=O)c2ccc(N3CCCC3=O)cc2)cc(OC)c1
  122	101	102	-0.1	0	91	77	109
Cc1cccc(C)c1NC(=O)CN(C)C(C)C(=O)Nc1ccccc1-c1ccccc1 (stereo not drawn)
  88	86	96	0.1	-1	93	100	88
Cc1cn(C2OC(COC(=O)c3ccccc3)C(O)C2O)c(=O)[nH]c1=O (stereo not drawn)
  96	100	98	0.2	6	103	117	109
CC1CC(C)CN(S(=O)(=O)N2CCC(C(=O)NCCC3=CCCCC3)CC2)C1 (stereo not drawn)
  95	99	98	-0.1	-2	105	81	110
CCSc1nc2ccccc2n1Cc1cccc([N+](=O)[O-])c1
  86	96	93	0.0	0	98	88	92
COc1ccccc1CNc1ccc(Br)cn1
  97	101	93	0.1	23	111	113	112
Cc1ccnc2nc(C(=O)OCCOc3ccccc3)nn12
  97	103	103	0.0	1	101	101	102
Cc1c(C2C(C#N)=C(N)N(c3ccccc3C#N)C3=C2C(=O)CCC3)cnn1C (stereo not drawn)
  98	94	93	0.0	-2	88	94	103
CCC(=O)N(C)CCc1cc2c(c(OC)c1/C=N/NS(=O)(=O)c1ccc(C)cc1)OCO2
  104	106	111	-0.3	16	99	107	112
COc1cccc(CSc2nnc(-c3ccco3)n2C)c1
  88	97	98	0.0	-1	107	103	99
Nc1c(S(=O)(=O)c2ccccc2)c2nc3ccccc3nc2n1Cc1ccco1
  106	102	106	-0.1	-1	105	100	108
CCC(C)[C@H](NC(=O)C1CC(=O)N(c2ccc(OC)cc2)C1)C(=O)N1CCCCC1 (stereo partly drawn)
  103	95	97	0.0	2	91	95	107
O=c1oc(-c2ccco2)nc2sc3c(c12)CCCC3
  81	96	62	0.1	7	112	117	104
O=C(COC(=O)c1nc(Cl)ccc1Cl)NNC(=O)c1cccs1
  92	93	104	0.0	44	105	113	96
Cc1cc(C(=O)NC(C)C2CCCO2)cs1 (stereo not drawn)
  87	94	94	0.8	3	92	100	97

(cont.)
Under each structure – CIT2-GFP yeast	RPL19A-GFP yeast	AGP1-GFP MLPCN	Efflux pump mplx	AHR activator	LAP4 TOR yeast	CR mimetic SO	MEP2 TOR yeast
CCCOc1cc(CC(=O)NCc2ccco2)ccc1OC
  98	98	99	0.1	-3	97	105	106
COc1cccc(NC(=O)Nc2nc(-c3ccc(OC)c(OC)c3)cs2)c1
  109	112	107	0.2	-10	108	98	112
CN1/C(=C\C(=O)C[n+]2cccc(C(N)=O)c2)C(C)(C)c2ccccc21
  93	96	93	0.1	1	104	99	96
CC(C)Oc1ccc(N2CC(C(=O)Nc3ccccn3)CC2=O)cc1 (stereo not drawn)
  106	99	108	-0.1	0	97	84	99
c1ccc2cc(CNCc3cccc4ccccc34)ccc2c1
  117	95	116	0.0	-1	109	88	89
O=C(Cn1c(=O)oc2ccccc21)N1CCCC1
  101	100	99	-0.2	3	92	77	101
C=CCOc1ccccc1CN1CCC(Oc2cc(C(=O)NC3CC3)ccc2OC)CC1
  92	110	98	0.3	·	88	89	106
COC(C)(C)c1cc(C(C)(C)C)nc(N)n1
  97	96	95	4.4	1	93	100	99
Cc1[nH]c2ccccc2c1C(=O)COC(=O)CCS(=O)(=O)c1ccccc1Cl
  93	101	92	-0.3	1	92	104	102
CCOC(=O)c1c[nH]c2c(C(F)(F)F)cccc2c1=O
  91	105	100	0.1	-3	100	100	100
COC(=O)c1nc(NC(=O)C(C)C)n[nH]1
  102	98	103	-0.1	-1	94	91	98
CC(=O)Nc1ccc(NC(=O)Nc2ccccc2C)cc1
  97	97	103	-0.2	7	109	88	93
C=CCOC(=O)CCCCCCCC
  93	99	98	0.3	0	100	122	92
Cc1ccccc1C1c2[nH]c3ccccc3c2CCN1Cc1cccn1-c1ncccn1 (stereo not drawn)
  89	97	106	0.1	17	118	98	103
COCCCNC(=O)CCc1nc2cccnc2n1Cc1ccc(OC)cc1
  105	99	103	-0.1	0	102	79	104
CCN1CCN(c2nc3ccccc3nc2NS(=O)(=O)c2ccc(NC(C)=O)cc2)CC1
  98	91	94	-0.2	1	87	84	89
O=c1[nH]c2ccsc2c(=O)n1-c1ccc(F)c(Cl)c1
  106	102	105	0.2	0	114	108	106
COc1cc(/C=C/C(=O)N(Cc2ccccc2)c2ccccn2)cc(OC)c1OC
  101	106	99	-0.1	8	94	103	104
O=C(Nc1cc2c3c(c1)CC(=O)N3CCC2)C1CC1
  98	90	96	-0.1	25	94	95	100
O/N=C1\CCC\C1=C/c1ccco1
  94	95	98	-0.1	4	107	96	101
COc1ccccc1N1CCN(C(=O)CCc2nnc3ccc(N4CCCC4)nn23)CC1
  109	96	100	0.0	1	95	92	103
c1ccc(COCCC2CO2)cc1 (stereo not drawn)
  92	96	90	-0.1	0	104	95	94
CCOc1ccccc1OCCCC(=O)NC1CCCc2ccccc21 (stereo not drawn)
  98	102	97	0.5	0	100	111	101
